SW480 rereplic = inducers of DNA re-replication in SW480 colon cancer cells; AID 624297; 340,000 compounds, 1.8% hits; Potency, µM (highest dose often 46.1 µM), inactives show at the highest dose re-replication activation, hits mostly activators; SW480 DNA re-replication, Hoechst DNA content imaging, 48 h; note: potency is the fitted concentration of half-maximal effect; % of control where 0% means no effect; nearly all actives have a fitted effect of over 55% in size
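Image-based DNA-content assay: after two days of treatment, nuclei were labelled with the DNA dye Hoechst and imaged, and hits were compounds raising the count of nuclei showing high fluorescence intensity.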
HT1080-NT tox = kills 2HG-producing HT-1080-NT fibrosarcoma cells; HT-1080-NT fibrosarcoma viability, CellTiter-Glo ATP luminescence, 48 h; Potency, µM (highest dose often 46.1 µM), inactives show top-dose activity, negative = less viability, hits mostly cytotoxic; 360,000 compounds, 1.6% hits;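 note: NT is the 2HG producing partner of a matched IDH1 knockdown line; potency is the fitted concentration of half-maximal effect; 0% = DMSO-treated cells and -100% = media-only wells without cells; nearly all actives have a fitted effect of over 55% in size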
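HT-1080-NT fibrosarcoma cells (2HG-overproducing), 750 cells/well in RPMI with 5% FBS, dosed after 2 h and incubated 48 h at 37C. CellTiter-Glo luminescence normalized to DMSO and no-cell wells; concentration-response curves fitted and classed.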
HepG2 viability = counter-screen for TGF-b inhibitors: cytotoxicity in HepG2 cells | HepG2 CAGA-GFP viability, ATP luminescence, 18 h | Potency, µM (top dose mostly 46.1 µM), for inactives: at the top dose activity change, negative = cytotoxicity, most hits filed as cytotoxic | 410,000 compounds, 0.76% hits | AID 588856; note: potency is the fitted concentration of half-maximal effect; some results filed as inactive show a strong effect at the top dose
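CellTiter-Glo luminescence gave cytotoxicity after 18 hours at 37 degrees C. The cells were HepG2 CAGA-GFP in 1% FBS DMEM, stimulated with 500 pg/mL TGF-beta after compound addition. %Activity was normalised to no-cell wells (complete cell-killing) and DMSO (no toxicity), and curves were fitted and classified.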
ATXN viability = cell viability loss in ATXN counter-screen | 400,000 compounds, 0.49% hits | Potency, µM (doses to about 56.7 µM), most hits filed as cytotoxic | S2 cells (HEK-293 line with an ATXN2-luciferase reporter) viability, CellTiter-Fluor protease fluorescence, 24 h; note: potency is the fitted concentration of half-maximal effect; nearly all actives have a fitted effect of over 40% in size
KB-3-1 tox = KB-3-1 parental cell cytotoxicity; 400,000 compounds, 1.4% hits; AID 1347075; KB-3-1 viability, CellTiter-Glo ATP luminescence, 72 h; Potency, µM (highest dose often 46.1 µM), for the others: at the top dose activity change, negative = cytotoxic, most hits filed as cytotoxic; note: potency is the fitted concentration of half-maximal effect; % is set by controls: 0 for no effect and ±100 for the full control effect; nearly all actives have a fitted effect of over 60% in size
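Cytotoxicity in the drug-sensitive parental line KB-3-1 was scored as loss of CellTiter-Glo luminescence following 72 h incubation with compound. Values come from curve fitting of normalized concentration-response data.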
MCF10A rerep = DNA re-replication induction in MCF 10a cells; Potency, µM (highest dose often 46.1 µM), inactives show at the top dose activity, positive = re-replication, hits mostly activators; MCF 10A DNA re-replication, Hoechst nuclear intensity, 48 h; 350,000 compounds, 2.9% hits; note: potency is the fitted concentration of half-maximal effect; % of control where 0% means no effect; nearly all actives have a fitted effect of over 50% in size
HT1080 IDH1KD tx = HT-1080 IDH1 knockdown cell toxicity (counter line); 360,000 compounds, 2% hits; HT-1080 IDH1 knockdown viability, ATP luminescence, 48 h; Potency, µM (series often up to 46.1 µM), for the others: top-dose activity, negative = toxicity, hits mostly cytotoxic;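 note: potency is the fitted concentration of half-maximal effect; 0% = DMSO wells and -100% = cell-free medium wells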
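% activity derives from luminescence (CellTiter-Glo), normalised to DMSO and no-cell wells. HT-1080-IDH1KD cells, 750/well, had 48 h compound exposure at 37 °C.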
IL-1B inflam inh = inflammasome signaling inhibition, IL-1 beta readout; activity change, % at 57.5 µM; AID 743279; 360,000 compounds, 4.7% hits; THP-1 LPS/ATP IL-1B secretion, AlphaLISA, 16 h; stronger effect = lower value; in the data active = activity change below about -50%; inconclusive = mostly about -30% to -49%; note: % is set by controls: 0 for no effect and ±100 for the full control effect
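Secreted IL-1B measured by AlphaLISA bead assay after 16 h compound exposure of THP-1 cells; compounds (final up to 57.5 uM) added 1 h before LPS (250 ng/mL) and ATP (1.25 mM) stimulation; lower signal means less secretion.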
ATXN2 expr inh = reduces ATXN2 reporter expression in HEK-293 cells; HEK-293 ATXN2-luciferase reporter, luminescence, 24 h; Potency, µM (series often up to 57 µM), inactives show at the highest dose activity change, negative = inhibition, usual class: inhibitors; 360,000 compounds, 0.72% hits; note: potency is the fitted concentration of half-maximal effect; % is set by controls: 0 for no effect and ±100 for the full control effect; nearly all actives have a fitted effect of over 55% in size
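qHTS (up to 57 uM final) was run with 24 h compound exposure of reporter cells at 37 °C. Each well was multiplexed: SteadyGlo luminescence measured ATXN2-luciferase expression after a fluorogenic Gly-Phe-AFC viability readout (25 uM final).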
Starred values were filed as active, the others as inactive; i = inactive; ? = inconclusive; / = not tested or not shown; & = joins results of further samples; [ ] = remark or other dose. Unless noted, calls come from the whole dose curve; as a rule, active = well fitted curve in the direction sought with a large enough effect; inconclusive = small, poorly fitted or top-dose-only effect, or another doubt; inactive = no such curve, though single readings can be large; an effect the other way counts as inactive or inconclusive.

SMILES	SW480 rereplic	HT1080-NT tox	HepG2 viability	ATXN viability	KB-3-1 tox	MCF10A rerep	HT1080 IDH1KD tx	IL-1B inflam inh	ATXN2 expr inh
O=C(c1cccc2ccccc12)N1CCN(CC2CC=CCC2)CC1 (stereo unspecified)	1.0%	2.3%	-21.6%	i	-8.8%	?	2.3%	?	-15.1%
CC1(C)Cc2c(cnn2-c2ccccc2)C(NC(=O)CCN2CCCC2=O)C1 (stereo unspecified)	-0.8%	1.0%	0.5%	/	1.0%	-7.0%	0.6%	1.0	/
COc1cc2[nH]c(=O)n(CCC(=O)N3CCC(N4CCCCC4)CC3)c(=O)c2cc1OC	-2.2%	4.7%	4.3%	?	6.7%	0.2%	2.9%	6.3	-3.3%
COCC1CCCN(C(=O)c2ccc3nc(Cc4cccc(Cl)c4)oc3c2)C1 (stereo unspecified)	2.5%	2.7%	104.2%	i	/	8.0%	0.9%	-11.3	48.9%[activator]
CCn1c(/C=C/c2cccc([N+](=O)[O-])c2)nc2ccccc2c1=O	2.8%	14.1%	-15.1%	?	?	15.1%	9.1%	-24.1	-32.5%
N#Cc1ccc(NC(=S)/N=C(\N)c2ccccc2)cc1	/	?	-26.2%	?	-20.2%	/	?	0.0	-31.3%
COc1cc(S(=O)(=O)N(Cc2ccc(C)cc2)Cc2ccco2)ccc1-n1cnnn1	13.8%	4.4%	4.8%	i	-4.9%	?	-3.5%	-27.0	1.7%
O=C(Nc1ccnn1C1CCN(C2CCCCC2)CC1)c1cccc(F)c1	-5.9%	0.2%	-5.4%	i	?	1.4%	-5.6%	-26.2	-6.5%
CC1Cn2c(nnc2C23CC4CC(CC(C4)C2)C3)S1 (stereo unspecified)	?	3.9%	-4.1%	i	-3.8%	14.6µM*	-1.8%[9.24 µM]	18.4	-9.9%
O=C(NCc1ccco1)c1ccc(Oc2ccccc2)cc1	3.2%	3.7%	-34.1%	i	22.8%	12.3%	3.0%	-9.9	32.0%[activator]
O=C(CN1C(=O)CC(c2ccccc2)S(=O)(=O)c2ccccc21)N1CCCC1 (stereo unspecified)	-6.3%	2.6%	-6.6%	i	-0.6%	-53.9%[inhibitor]	6.7%	-4.1	8.6%
CC(C)C(=O)O/N=C(\N)c1ccccn1	-56.2%[inhibitor]	6.9%	7.4%	i	1.6%	-70.9%[inhibitor]	22.5%	-11.1	9.4%
Cc1ccc(NC(=O)C(C)N2C(=O)c3ccccc3C2=O)c(C)c1 (stereo unspecified)	-31.2%[inhibitor]	14.1%	36.4%	?	1.1%	-3.2%	9.9%	12.1	-47.4%
CCOC(=O)[C@]12CCC=C1N(Cc1ccccc1)C(=O)[C@H](CC(=O)N1CCCC1)C2	/	20.4%	/	i	16.2%	/	2.6%	48.2	4.8%
COc1cc(/C=N/NC(=O)CNC(=O)c2ccco2)ccc1O	-0.9%	5.7%	-4.4%	i	0.1%	5.5%	7.2%	2.5	-28.7%
CCOC(=O)c1nn(-c2ccc(F)cc2)cc1O	3.4%	?	19.5%	i	-17.8%	-7.2%	14.6%	-7.3	/
O=C(CSc1cccc2cccnc12)N/N=C/c1cccnc1	7.31µM*	?	7.08µM*	/	?	?	?	-96.5*	22.4µM*
COc1ccc(-n2c(N)c(C(=O)NCc3ccco3)c3nc4ccccc4nc32)cc1OC	18.4µM*	-8.3%	6.3%	/	19.9%	16.4µM*	-15.3%	3.2	?
c1ccc(-c2cn3nc(-c4ccccc4)c(-c4ccccc4)nc3n2)cc1	9.2µM*	13.6%	1.7%	/	-26.3%	7.31µM*	9.0%	-55.3*	6.7%
COCCn1c(SCc2ccc(OC)c(F)c2)nc2ccccc2c1=O	1.1%	-28.3%	-17.2%	i	0.2%	3.9%	-26.0%	?	-23.5%[11.3 µM]
O=C(Nc1ccccc1C(=O)Nc1ccccn1)c1ccc([N+](=O)[O-])cc1	-1.4%	-0.4%	5.1%	i	-0.2%	-5.3%	-4.5%	0.7	-28.3%
COC(=O)c1ccccc1-n1c(CCC(=O)O)ccc1-c1ccc(F)cc1	-7.6%	10.8%	5.9%	i	3.4%	1.0%	5.9%	26.4	/
Cc1cc(C)cc(NC(=O)c2ccc([N+](=O)[O-])o2)c1	?	?	12.6µM*	?	?	3.26µM*	16.4µM*	-96.1*	?
CC1CCCCN1CCCNC(=O)c1nn(C)c2c1CS(=O)(=O)c1ccccc1-2 (stereo unspecified)	-6.1%	0.1%	0.1%	i	-2.8%	3.9%	3.3%	-9.6	1.8%
C=CCN(C(=O)CCC(=O)Nc1cc(C)on1)C(C(=O)NC1CCCC1)c1ccc(C)cc1 (stereo unspecified)	1.9%	-1.1%	-15.2%	i	0.0%	19.6%	-3.8%	-6.2	-13.4%
CCCN=CC1=C(O)CC(c2ccccc2)CC1=O (stereo unspecified)	-3.7%	11.5%	-0.7%	i	1.4%	-4.6%	10.4%	-6.7	2.6%
CCC(C(=O)Nc1ncc(C)s1)c1ccccc1 (stereo unspecified)	-11.9%	-3.3%	-3.3%	i	-4.6%	0.3%	-17.9%	18.0	-1.5%
COc1ccccc1-c1nc2c3c(-c4ccccc4)c(-c4ccccc4)oc3ncn2n1	/	/	-0.3%	i	12.3%	/	/	/	2.5%
CCOc1cc(NC(=S)NCCCN2CCOCC2)c(OCC)cc1NC(=O)CC(C)C	-2.8%	2.5%	-1.9%	i	-2.0%	10.9%	24.1%	4.6	0.6%
O=C(CCCc1ccccc1)NCCS(=O)(=O)N1CCN(c2ccccc2F)CC1	-7.2%	-12.3%	-35.7%	i	-0.6%	9.2%	-13.4%	-0.2	34.8%[activator]
COc1ccc(CCCNC(=O)C2Cc3c(-c4ccc5c(c4)OCO5)ccnc3O2)cc1 (stereo unspecified)	/	9.2µM*	-37.2%	i	?	/	5.8µM*	51.6	-7.9%
Cc1ccc(C)c(N(CC(N)=O)S(C)(=O)=O)c1	-0.6%	12.5%	-1.3%	i	25.8%	-1.5%	-1.3%	-0.6	-10.1%
COc1ccc(NC(=O)N2CCCC(c3ccccc3)C2)cc1 (stereo unspecified)	3.8%	2.9%	-2.5%	i	2.9%	3.1%	2.9%	?	18.0%
CC(=O)Nc1ccc(-n2c(C)c(C(C)=O)c(C(C)=O)c2C)cc1	-4.6%	8.3%	9.6%	i	15.6%	0.2%	7.2%[9.24 µM]	18.7	1.7%
COc1ccccc1N(CCC#N)C(=O)CSc1ccc2c(c1)OCCO2	-3.0%	3.9%	4.4%	i	-10.3%	20.3%	6.4%	-4.4	-2.6%
CCc1noc(C)c1C(=O)NNC(=O)c1ccc(F)cc1	-1.2%	-1.8%	0.0%	i	18.3%	-2.0%	-1.3%	10.8	1.3%
CCN(CCNc1ccc(Cl)cc1[N+](=O)[O-])C(=O)c1cc([N+](=O)[O-])c(N(C)C)cc1OC	-1.8%	9.5%	-2.0%	?	?	-3.3%	-16.0%	14.2	-13.9%
C[C@@H](c1ccccc1)N1C[C@H](COCc2ccccc2)Oc2cc(N3CCC[C@H]3CO)ccc2S1(=O)=O	/	-13.9%	/	?	-13.9%	/	-14.5%	-11.8	-11.1%
O=C(Nc1ccc(S(=O)(=O)Nc2ccccn2)cc1)c1ccccc1	-24.4%	-0.9%	-2.4%	i	0.0%	0.5%	-0.3%	i	8.5%
COc1ccc(NC(=O)CC2C(=O)N(c3ccc(Cl)cc3)C(=S)N2NC(=O)c2cccc(F)c2)cc1 (stereo unspecified)	2.4%	12.9%	-2.5%	i	-0.9%	?	5.3%	-10.1	10.5%
CC(=O)c1ccc(NC(=O)Nc2sc3nc4n(c(=O)c3c2C)CCC(C)CC4)cc1 (stereo unspecified)	/	/	-34.7%	i	-3.5%	/	/	/	6.8%
COc1cc(O)c(C(CC(=O)N2CCCC(C)C2)c2cc(OC)c(OC)c(OC)c2)c(OC)c1 (stereo unspecified)	-0.9%[9.22 µM]	-2.5%	-6.7%&-21.1%	i	0.6%	-0.3%	3.3%	24.5	0.2%
CCNC(=S)NNC(=O)c1ccc2ncccc2c1	6.1%[1.84 µM]	-0.8%	1.0%	i	12.0%	?	-5.7%	-21.8	13.7%
COc1cccc(-n2cnc3c(sc4nc(N5CCOCC5)c5c(c43)CCCC5)c2=O)c1	-5.1%	23.2%	11.9%	?	11.1%	-2.3%	16.5%	-54.4*	/
Cc1ccccc1C(=O)NC(=S)Nc1sc2c(c1C#N)CCC(C)C2 (stereo unspecified)	-3.7%	-11.9%	-7.0%	i	1.7%	16.3%	?	-1.2	-7.4%
CC(=O)N(C)c1ccc(N=NC2C(=O)N(C(N)=S)N=C2C)cc1 (stereo unspecified)	-3.4%	16.4%	-10.0%	i	-0.6%	0.8%	-0.9%	-1.7	/

Part of the list above in order of molecular weight, falling:
SMILES	SW480 rereplic	HT1080-NT tox	HepG2 viability	ATXN viability	KB-3-1 tox	MCF10A rerep	HT1080 IDH1KD tx	IL-1B inflam inh	ATXN2 expr inh
COc1cc(O)c(C(CC(=O)N2CCCC(C)C2)c2cc(OC)c(OC)c(OC)c2)c(OC)c1 (stereo unspecified)	-0.9%[9.22 µM]	-2.5%	-6.7%&-21.1%	i	0.6%	-0.3%	3.3%	24.5	0.2%
CC(=O)N(C)c1ccc(N=NC2C(=O)N(C(N)=S)N=C2C)cc1 (stereo unspecified)	-3.4%	16.4%	-10.0%	i	-0.6%	0.8%	-0.9%	-1.7	/
CCNC(=S)NNC(=O)c1ccc2ncccc2c1	6.1%[1.84 µM]	-0.8%	1.0%	i	12.0%	?	-5.7%	-21.8	13.7%

Screening data: PubChem BioAssay, National Center for Advancing Translational Sciences (NCATS)
